NPC1 promoter act – NPC1 promoter activation | Huh7 NPC1 promoter luciferase reporter, 24 h | Potency, µM (top dose mostly 9.22 µM), without a hit: at the top dose activation, usual class: activators | actives 2.4% (n = 320,000);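 further: potency means the concentration at half of the fitted maximal effect; % of control where 0% means no effect; nearly all actives have a fitted effect of over 60% in size; reporter is driven by a mutant NPC1 promoter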
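Cells: Huh7 expressing luciferase under the NPC1 promoter, 1500/well. Seeded 2 h, compound added, incubated 24 h at 37 °C. Luciferase reagent, 10 min ambient, then luminescence.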
Rab9 prom act – activators of Rab9 promoter; Huh7 Rab9 promoter-luciferase reporter, luminescence, 24 h; Potency, µM (doses to about 9.22 µM), for inactives: at the top dose activation, negative = inhibition, most hits filed as activators; actives 2.8% (n = 320,000); AID 485297; further: potency means the concentration at half of the fitted maximal effect; % of control where 0% means no effect; nearly all actives have a fitted effect of over 60% in size
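Rab9 promoter-driven luciferase in stably transfected Huh7 cells; 1500 cells/well rested 2 h, exposed to compound in DMSO for 24 h at 37 °C, 5% CO2. Luminescence read 10 min after adding luciferase reagent at ambient temperature.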
FLuc modulator – firefly luciferase modulation, counter-screen for miR-21 project. P08659. purified FLuc, Km substrates, luminescence inhibition. Potency, µM (series often up to 57.5 µM), for the others: at the top dose activity change, negative = inhibition, usual class: inhibitors. actives 6.9% (n = 360,000). AID 588342;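 further: potency means the concentration at half of the fitted maximal effect; plate controls were vehicle for no effect and reference inhibitor for full effect; nearly all actives have a fitted effect of over 55% in size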
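Biochemical qHTS of compounds, final roughly 60 µM downward over six points, against 10 nM purified firefly luciferase using Km concentrations of substrates (10 uM D-luciferin, 10 uM ATP) in Tris acetate pH 7.5 buffer; luminescence output.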
FBPA coupling cs – inhibits coupling enzyme system, counter-screen for aldolase hits. coupling enzyme system counterscreen, AmpLite Red fluorescence. activity change, negative = inhibition, % at 58.2 µM, hits read low. actives 0.67% (n = 290,000). AID 2472; in the data active means activity change below about -30%; further: on the % scale 0 is the no-effect control and ±100 the full control effect
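Coupling enzymes only (glyceraldehyde-3-phosphate) + compound, at 57.5 uM final, 10 min RT; add substrate/coupling/AmpLite Red mix, 20 min RT; fluorescence ex 525/em 598 nm. Actives flag coupling-system interference.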
RORg inh – ROR gamma (mouse) transcription inhibition | actives 5.4% (n = 310,000) | Potency, µM (titrated, usually from 53.6 µM), without a hit: top-dose activity change, negative = inhibition, usual class: inhibitors | AID 2551 | Drosophila S2 Gal4-RORgamma UAS-luciferase reporter, 20 h | P51450; further: potency means the concentration at half of the fitted maximal effect; on the % scale 0 is the no-effect control and ±100 the full control effect; nearly all actives have a fitted effect of over 60% in size
Target sequence (P51450 whole entry, looked up, the tested form may be a part): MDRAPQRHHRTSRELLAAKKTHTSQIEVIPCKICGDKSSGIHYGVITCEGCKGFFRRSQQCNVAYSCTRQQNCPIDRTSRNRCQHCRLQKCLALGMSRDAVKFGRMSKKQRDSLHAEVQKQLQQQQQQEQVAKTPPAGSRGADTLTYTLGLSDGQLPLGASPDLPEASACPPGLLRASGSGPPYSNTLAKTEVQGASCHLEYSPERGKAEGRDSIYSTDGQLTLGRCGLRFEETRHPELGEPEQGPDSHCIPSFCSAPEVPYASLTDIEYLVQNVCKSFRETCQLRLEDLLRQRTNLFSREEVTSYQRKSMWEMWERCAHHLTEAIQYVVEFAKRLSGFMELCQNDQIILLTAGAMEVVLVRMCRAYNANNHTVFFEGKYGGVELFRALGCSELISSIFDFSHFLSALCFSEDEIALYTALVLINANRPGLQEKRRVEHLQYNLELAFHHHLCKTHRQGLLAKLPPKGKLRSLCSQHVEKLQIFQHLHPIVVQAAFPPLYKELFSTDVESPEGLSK
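Compounds are pin-transferred onto Drosophila Schneider cells expressing a copper-inducible Gal4–ROR gamma transactivation domain fusion. After 1 hr, copper sulfate is added to 700 uM final; luciferase is read 20 hr later.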
Giardia kill – kills Giardia lamblia; AID 540267; activity change, % at 7.66 µM, hits read low; Giardia lamblia trophozoite viability; actives 0.15% (n = 340,000); in the data active means activity change below about -80%; inconclusive means between about -30% and that limit;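 further: parasites exposed to compound for two days anaerobically before the ATP read; on the % scale 0 is the no-effect control and ±100 the full control effect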
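Compounds were tested on trophozoites seeded at 100 cells/well and held 48 hrs at 37 deg C anaerobically. An ATP-based luminescent kit measured the remaining live cells.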
KCNH2 3.1 inh – blocks the human KCNH2 3.1 channel isoform; U2OS KCNH2 3.1, thallium flux FluxOr; stronger effect = lower value; activity change, % (tested at about 1.8 µM); actives 0.95% (n = 340,000);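 active means maximum activity change below -70%; inconclusive means maximum activity change from -70% to -50%; inactive means maximum activity change above -50%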;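 further: thallium influx rate constant from kinetic fluorescence after stimulation buffer; on the % scale 0 is the no-effect control and ±100 the full control effect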
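Kinetic fluorescence (2 min after stimulation buffer) measures Tl+ influx through KCNH2 3.1 expressed by viral transduction in U2OS cells; the rate constant is normalized against DMSO controls serving as positive and negative references.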
ELG1 genotox – genotoxicity induction in ELG1-luciferase HEK293T cells | HEK293T ELG1-luciferase reporter, luminescence, 16 h | Potency, µM (doses to about 46 µM), for inactives: at the top dose activity change, positive = activation, usual class: activators | actives 1.3% (n = 330,000) | AID 504466; further: potency means the concentration at half of the fitted maximal effect; % of control where 0% means no effect; nearly all actives have a fitted effect of over 60% in size
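Screening used a luciferase reporter fused to human ELG1 in HEK293T cells. Luminescence was read on a CCD plate imager after 16 hr exposure and 30 min ONE-Glo incubation.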
VP16 counter – counter-screen for ROR gamma inhibitors: Gal4-VP16 reporter; Drosophila S2 Gal4-VP16 UAS-luciferase, luminescence, 20 h; Potency, µM (highest dose often 53.6 µM), inactives show at the top dose activity, negative = inhibition, hits mostly inhibitors; actives 3.5% (n = 310,000); AID 2546;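 further: Gal4-VP16 expression switched on by copper sulfate through the metallothionein promoter; potency means the concentration at half of the fitted maximal effect; on the % scale 0 is the no-effect control and ±100 the full control effect; nearly all actives have a fitted effect of over 50% in size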
Tb PFK inh – T. brucei PFK enzyme inhibition. T. brucei PFK, ADP-Glo luminescence. Potency, µM (highest dose often 57.5 µM), inactives show at the highest dose activity, negative = inhibition, hits mostly inhibitors. actives 0.17% (n = 330,000). AID 485367;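 further: potency means the concentration at half of the fitted maximal effect; 0% = uninhibited 1x PFK enzyme wells and -100% = no-enzyme wells; nearly all actives have a fitted effect of over 60% in size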
Target sequence (O15648 whole entry, looked up): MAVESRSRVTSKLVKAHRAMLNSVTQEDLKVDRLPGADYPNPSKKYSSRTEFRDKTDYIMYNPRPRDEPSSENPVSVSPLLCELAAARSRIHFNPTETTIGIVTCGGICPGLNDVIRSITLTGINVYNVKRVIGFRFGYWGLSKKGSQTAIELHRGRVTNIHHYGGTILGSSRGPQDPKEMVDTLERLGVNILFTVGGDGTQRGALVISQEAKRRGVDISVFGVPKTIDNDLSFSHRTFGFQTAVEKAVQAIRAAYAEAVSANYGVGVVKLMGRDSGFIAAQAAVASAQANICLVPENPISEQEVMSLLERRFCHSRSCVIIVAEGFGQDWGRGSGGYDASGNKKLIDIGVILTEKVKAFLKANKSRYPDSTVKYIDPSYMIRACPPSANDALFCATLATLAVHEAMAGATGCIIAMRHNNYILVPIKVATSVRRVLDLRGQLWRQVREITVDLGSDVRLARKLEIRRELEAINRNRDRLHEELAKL
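ADP-Glo luminescence quantified ADP after 45 min at room temperature, with 1.25 nM T. brucei PFK, 0.1 mM ATP and 0.5 mM fructose-6-phosphate in pH 8.0 TEA buffer. qHTS titrations up to 57 µM; curves classified by quality.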
uPA generation – inhibitors of cell surface uPA generation | Potency, µM (top dose mostly 38.3 µM), inactives show at the highest dose activity change, negative = inhibition, hits mostly inhibitors | cell surface uPA generation assay, qHTS | actives 0.31% (n = 330,000); active means well fitted inhibition curve with a large enough effect; inconclusive means small, poorly fitted or top-dose-only effect; inactive means no such curve, though single readings can be large or run the other way; tested in mouse RAW 264.7 cells; further: potency means the concentration at half of the fitted maximal effect; on the % scale 0 is the no-effect control and ±100 the full control effect; nearly all actives have a fitted effect of over 55% in size
Starred values were filed as active, the others as inactive; ? = inconclusive; nt = no result given; [ ] = dose if it differs, or a comment. Unless noted, the call rests on the fitted dose curve; in most records, active means well fitted curve in the direction sought with a large enough effect; inconclusive means small, poorly fitted or top-dose-only effect, or another doubt; inactive means no such curve, though single readings can be large; an effect the other way counts as inactive or inconclusive. Rows are unselected; about 14% have a hit in one of these screens.

SMILES	NPC1 promoter act	Rab9 prom act	FLuc modulator	FBPA coupling cs	RORg inh	Giardia kill	KCNH2 3.1 inh	ELG1 genotox	VP16 counter	Tb PFK inh	uPA generation
O=C(NC1CCCCC1)c1ccc(N2CCOCC2)c([N+](=O)[O-])c1	0%	-2%	2%	-3	-22%[1.91 µM]	6	-1	2%	21%	1%	-3%
CS(=O)(=O)c1ccc2nc(NC(=O)CN3CCN(Cc4ccccc4)CC3)sc2c1	-3%	-1%	2%	3	?	6	-3	-1%	22%	0%	nt
O=C(COc1ccc(-c2nnco2)cc1)NC1CCS(=O)(=O)C1 (stereo not given)	nt	nt	nt	nt	nt	-23	16	-2%	nt	2%	-27%
CC1(C)CCSC(/C=C/c2ccccc2)=N1	9%	3%	13µM*	0	?	-2	-4	-7%	-4%	-15%	-18%
COC(=O)c1ccccc1S(=O)(=O)N1CCC(C(=O)NC2CCCCC2)CC1	-2%	1%	6%	nt	nt	7	15	0%	nt	0%	3%
O=C(Nc1ccon1)c1cccc(S(=O)(=O)N2CCCCC2)c1	0%	-1%	-1%	-1	3%	6	6	-3%	5%	1%	-1%
CN(C)c1ccnc(-n2cccc2/C=N/OCc2cccc(F)c2)c1C#N	-4%	-3%	6%	1	25%	-6	-12	-6%	7%	-2%	-10%
Cc1c(CN2CCC(CO)(CC3CCCCO3)CC2)cnn1C (stereo not given)	-2%	-11%	6%	-1	-8%	10	9	0%	-2%	1%	3%
CCn1cc(S(=O)(=O)CC(=O)Nc2ccc(OC)cc2)c2ccccc21	1%	-2%	7%	2	16%	16	9	-3%	-10%	-5%	17%
Cc1cccc2cc3c(N)c(C(=O)Nc4ccc(N5CCOCC5)cc4)sc3nc12	-2%	-5%	?	0	-25%	3	-2	-9%	-16%	-1%	?
Cc1ccc(N2C(=O)N(CC(=O)N3c4ccccc4CC3C)C(=O)C2C)cc1 (stereo not given)	0%	-1%	6%	nt	nt	-5	-8	0%	nt	-1%	22%
O=C(Nc1nnc(-c2ccccc2)o1)c1cccc(S(=O)(=O)N2CCOCC2)c1	nt	nt	nt	nt	nt	-22	-27	-10%	nt	12%	?
CN(CC(=O)Nc1cccc(F)c1)C(=O)c1cc(-c2cccs2)nn1-c1ccccc1	6%	2%	-1%	nt	nt	3	-21	-8%	nt	-1%	7%
COc1ccc(-c2nc3ncccn3c2Nc2ccc3c(c2)OCCO3)cc1	nt	nt	-16%	3	24%	-25	1	nt	?	nt	8%
Cc1ccc(OCCSc2ncnc3nc[nH]c23)cc1	?	2.5µM*	13µM*	1	-4%	-5	-1	9.2µM*	?	0%	-4%
CCC(=O)Nc1c(-c2cccs2)c(=O)c2ccccc2n1C	1%	6%	-1%	-3	-1%	-1	5	-5%	3%	2%	1%
O=C(CN1CCN(Cc2ccccc2)CC1)c1ccc(Br)cc1	3%	-5%	-2%	nt	-1%	-3	-7	1%	-12%	4%	nt
Cc1ccnc(NS(=O)(=O)c2ccc(NC(=O)CCc3ccccc3)cc2)n1	8%	1%	-2%	1	-16%	-14	1	1%	4%	-8%	3%
COC(=O)C(CC(C)C)NC(=O)c1cc(OC)c(OC)c(OC)c1 (stereo not given)	4%	0%	-2%	-5	-5%	0	2	?	-10%	0%	0%
CCOC(=O)C(CCCP(=O)(c1ccccc1)c1ccccc1)(NC(C)=O)C(=O)OCC	1%	-3%	-2%	4	5%	-12	2	4%	15%	2%	3%
Cn1c(SCc2c(F)cccc2Cl)nc2c(c1=O)SCC2	-3%	-8%	-9%	4	-43%	0	-7	-9%	5%	2%	5%
CCOc1ccc2c(c1)C(N(CCN1CCOCC1)C(=O)Nc1ccc(OC)cc1OC)CC(C)(C)O2 (stereo not given)	-1%	15%	-2%	-1	-14%	-23	-14	-18%	11%	1%	2%
O=[N+]([O-])CC(c1ccccc1)P(=O)(c1ccccc1)c1ccccc1 (stereo not given)	?	8%	0%	4	0%	7	9	-5%	13%	17%	1%
O=C(NCc1ccccn1)c1ccc(=O)oc1	-2%	-9%	3%	1	-25%	-5	-3	-1%	1%	-1%	2%
CS(=O)(=O)Nc1ccc(C2=NN(C(=O)c3ccccc3)C(c3cccs3)C2)cc1 (stereo not given)	-4%	0%	-2%	-2	-25%	25	-15	0%	13%	?	7%
COc1cccc(C(=O)CC(=O)C(=O)Nc2cc(Cl)c(OC)cc2OC)c1	-1%	-2%	?	-2	?	1	-4	-6%	-4%	1%	-5%
O=C(COc1ccccc1)Nc1ccc(C(=O)N2CCCC2)cc1	16%	1%	-1%	nt	32%	41[activator]	-1	5%	?	0%	0%
O=C(c1cncc(Br)c1)N1CCCc2ccccc21	1%	-2%	3%	1	-12%	-5	1	1%	3%	-3%	0%
CCN(CC)S(=O)(=O)c1ccc2nnn(OCC(=O)Nc3cccc(C#N)c3)c2c1	-3%	-4%	0%	1	-3%	4	-1	-1%	5%	5%	2%
CCOc1ccc2nc(SCC(=O)NCC3CCCO3)sc2c1 (stereo not given)	nt	nt	nt	nt	nt	1	-2	1%	nt	0%	1%
CCCN(CCC)CCNC(=O)c1cc2c(=O)n(C)c3ccccc3c2n1C	-1%	-8%	-1%	-4	-19%	46[activator]	4	17%	-1%	0%	-14%
CCN(CC)CCN(C(=O)c1ccc2c(c1)CCCC2)c1nc2ccc(F)cc2s1	1%	2%	-10%	-6	-10%	-8	-14	-8%	-7%	0%	0%
Cc1ccc(-n2cccc2/C=C2\C(=N)N3N=C(C(C)C)SC3=NC2=O)cc1	-4%	2%	?	3	?	12	17	-6%	-4%	-7%	3%
COc1ccc(CN2C(=O)c3cccnc3C2=O)cc1S(=O)(=O)NCc1ccco1	-3%	0%	-20%	4	0%	29	14	0%[9.26 µM]	4%	0%	5%
CCCc1nc2sc3c(c2c(=O)n1NC(=O)c1ccco1)CC(C)(C)OC3	-1%	-1%	1%	1	16%	11	0	1%	-2%	-3%	2%
O=C(CN1C(=O)NC2(CCCc3ccccc32)C1=O)NC1CCCCC1 (stereo not given)	-5%	-9%	1%	nt	nt	-3	4	-1%	nt	0%	2%
CCCn1c(N)c(N(CCOC)C(=O)CSCC(=O)Nc2ccc(C)cc2)c(=O)[nH]c1=O	1%	-3%	-3%	nt	nt	0	7	0%	nt	0%	16%
COCCNS(=O)(=O)c1cc(Br)ccc1OC	-3%	-2%	0%	-3	-15%	-11	15	-2%	8%	-2%	nt
COc1ccc2[nH]c(=O)c(CN(C(=O)c3cccnc3)c3ccc(C)c(C)c3)cc2c1	-3%	-7%	1%	3	12%	-23	12	-11%	-1%	-4%	-4%
COc1cc(-c2noc(C)c2C#Cc2nccn2C)cc(OC)c1OC	-24%	-24%	-1%	2	-34%	-2	16	5%	-2%	-1%	?
OC(COc1ccc(OCC(O)CN2CCCCC2)cc1)CN1CCCCC1 (stereo not given)	8%	7%	-11%	3	-5%	27	2	2%	5%	3%	4%
CCN1CCN(c2cc(C)c3cc(NC(=O)Cc4ccc(OC)c(OC)c4)ccc3n2)CC1	0%	1%	-1%	3	-14%	-7	-48	0%	7%	3%	-16%
OC(CNCC1(N2CCCCC2)CCCCC1)COc1ccc(Cl)cc1Cl (stereo not given)	-3%	-9%	-1%	0	3%	4	-86*	-13%	8%	1%	-4%
O=c1/c(=C/c2cccc3ccccc23)sc2ncnn12	4%	-7%	-3%	4	40%	-4	3	1%	-3%	13%	1%
O=C(/C=C/c1ccc(F)cc1)N1CCN(S(=O)(=O)/C=C/c2ccccc2)CC1	0%	-2%	-1%	1	-19%	3	-27	2%	-11%	1%	0%
COc1cc(C(=O)NNC(=O)CCOc2ccccc2)cc(OC)c1OC	nt	nt	nt	nt	nt	-22	-4	-2%	nt	1%	-3%
CN(C)S(=O)(=O)c1cccc(NC(=O)CN2C(=O)NC(Cc3ccccc3)C2=O)c1 (stereo not given)	-3%	-4%	-1%	nt	nt	6	2	0%	nt	3%	12%
CN(C)S(=O)(=O)N1CCC(CO)(CCc2ccccc2)CC1	-4%	-3%	1%	7	12%	7	1	-3%	-14%	-5%	3%
Cc1noc(C)c1/C=N/Nc1ccc2ccccc2n1	2.8µM*	0.71µM*	1.7µM*	1	19%	-29	5	?	6%	-2%	-4%
Clc1ccccc1Cc1noc(CN2CCN(Cc3ccccn3)CC2)n1	-2%	-4%	3%	2	-14%	2	-7	-1%	-11%	11%	-2%
CCOC(=O)C1(CCOc2ccccc2)CCN(Cc2cc(OC)c(O)cc2Cl)CC1	-2%	0%	3%	-4	?	8	-9	3%	-7%	-1%	?
CCC(C)NC(=O)COC(=O)c1ccc(Cl)cc1O (stereo not given)	-2%	0%	4%	1	1%	20	4	-1%	2%	-8%	4%
COc1ccc(C2C3=C(Nc4ncnn42)c2ccccc2CC3)cc1OC (stereo not given)	-1%	1%	-7%	-24	-21%	nt	nt	-4%	1%	-8%	nt
